CHO-K1 Ca antag – counter-screen for M1 antagonists: effect in parental CHO-K1 cells; AID 602250; inhibition, % at 3 µM; 0.6% of 360,000 active; ATP-induced calcium, Fluo-8 fluorescence;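 active means inhibition above a per-plate cutoff, the plate's mean sample inhibition plus 3 SD, cut at about 24% in these data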;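 further: 0% = DMSO plus EC80 ATP and 100% = DMSO alone without ATP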
CHO-K1 Ca ag – counter-screen for M1 agonists: effect in parental CHO-K1 cells; Fluo-8 calcium fluorescence; scaled to maximal ATP response, vehicle zero; activation, % at 3 µM; 0.48% of 360,000 active; in the data active means activation above about 15%;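 further: untransfected CHO-K1 host cells lacking M1 receptor as counterscreen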
M1 ag – agonists of human M1 muscarinic receptor; P11229; CHO-K1 hM1, Fluo-8 calcium fluorescence, agonist mode; 0% DMSO, 100% acetylcholine EC100; activation, % at 3 µM; 0.33% of 360,000 active; AID 588814;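 active means activation above the run's mean compound activation plus 3 SD, cut at about 16% in these data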;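 further: peak over basal fluorescence ratio within a 140 s kinetic read after compound addition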
Target sequence (P11229 whole entry, looked up): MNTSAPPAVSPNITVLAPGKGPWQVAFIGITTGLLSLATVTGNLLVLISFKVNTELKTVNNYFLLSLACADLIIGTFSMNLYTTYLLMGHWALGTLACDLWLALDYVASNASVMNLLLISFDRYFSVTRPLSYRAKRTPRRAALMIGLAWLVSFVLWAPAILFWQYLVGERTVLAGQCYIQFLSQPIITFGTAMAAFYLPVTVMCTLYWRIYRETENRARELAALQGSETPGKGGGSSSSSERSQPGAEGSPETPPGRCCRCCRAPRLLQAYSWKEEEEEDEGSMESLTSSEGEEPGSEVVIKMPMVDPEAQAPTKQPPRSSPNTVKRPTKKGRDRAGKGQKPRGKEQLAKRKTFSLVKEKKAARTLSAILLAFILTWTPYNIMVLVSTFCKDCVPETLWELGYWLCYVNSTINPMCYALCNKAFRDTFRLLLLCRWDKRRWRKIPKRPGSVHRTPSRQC
OXTR potentiator – potentiates the human oxytocin receptor response; CHO-OTR cells, Fluo-8 calcium fluorescence, potentiator mode; 0% = oxytocin EC15, 100% = EC100; activation, % at 3 µM; 0.061% of 320,000 active; AID 2445;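 active means activation above that plate's cutoff, the mean activation of tested compounds plus 3 SD, cut at about 6.6% in these data, passing the limit was not always enough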;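 further: 100% uses oxytocin at 75 nM as the full agonist control; some results filed as inactive read as strong as hits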
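Assay system: CHO-OTR cells, human receptor / Also added: oxytocin at about EC15, sub-maximal agonist stimulus / Dosing: single dose, 3.0 µM nominal final compound concentration / Incubation: 6 min pre-incubation, 100 s read / Technique: Fluo-8 calcium dye fluorescence / Read-out: % activation vs EC15 and EC100 oxytocin / Benchmarks: EC15 oxytocin low, 75 nM oxytocin high / Replicates: singlicate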
TAAR1 ag – agonists of human TAAR1 | CHO RD-HGA16 TAAR1, Fluo-8 calcium fluorescence; vehicle wells 0%, saturating PEA agonist 100% | Q96RJ0 | 0.99% of 360,000 active | AID 624467 | activation, % at 3 µM;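 active means activation above the mean activation of all test compounds in the run plus 3 SD, cut at about 38% in these data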
Target sequence (Q96RJ0 whole entry, looked up): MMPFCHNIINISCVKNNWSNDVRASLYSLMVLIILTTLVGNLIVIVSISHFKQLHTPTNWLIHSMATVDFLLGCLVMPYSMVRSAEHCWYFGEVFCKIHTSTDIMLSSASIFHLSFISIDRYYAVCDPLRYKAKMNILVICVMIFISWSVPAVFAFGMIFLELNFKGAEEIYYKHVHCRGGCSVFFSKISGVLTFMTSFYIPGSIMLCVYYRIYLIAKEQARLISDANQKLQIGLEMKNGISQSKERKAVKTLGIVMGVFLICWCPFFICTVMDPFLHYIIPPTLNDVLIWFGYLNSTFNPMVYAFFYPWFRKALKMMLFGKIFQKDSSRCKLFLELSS
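Benchmarks: low control DMSO, high control PEA (EC100); System: CHO RD-HGA16 cells carrying human TAAR1 plus Gα16; Detection: Fluo-8 fluorescence, 5 s baseline then 140 s kinetic read; Schedule: 17-24 h plating, Fluo-8 75 min 37 °C, 30 min RT; Read-out basis: % activation from peak over basal fluorescence ratio, DMSO-to-PEA scaled.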
M1 antag – antagonists of human M1 muscarinic receptor; CHO-K1 hM1, Fluo-8 calcium fluorescence, ACh EC80 antagonist; inhibition, % at 3 µM; 1.3% of 360,000 active; AID 588852;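 active means percent inhibition above its own plate's cutoff, namely the mean of that plate's compound wells plus 3 SD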;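 further: peak over basal fluorescence ratio during 140 s after agonist addition; 0% = ACh EC80 plus DMSO and 100% = DMSO alone without agonist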
TAAR1 antagonist – human TAAR1 antagonism | 1.5% of 360,000 active | AID 624466 | CHO RD-HGA16 TAAR1, Fluo-8 calcium fluorescence, antagonist | inhibition, % at 3 µM;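 active means inhibition above a per-plate cutoff, the mean inhibition of test compounds on that plate plus 3 SD, cut at about 49% in these data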;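 further: 0% = DMSO plus EC80 beta-PEA response and 100% = DMSO alone without agonist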
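Material: RD-HGA16 CHO cells with stable hTAAR1 and Gα16; Dosing: single nominal final test compound concentration of 3 µM; Schedule: seeding 17-24 h prior, 75-min 37 °C, 30-min RT dye loading; Detection: kinetic Fluo-8 calcium fluorescence measurement; Measure: % inhibition from peak post-agonist over basal fluorescence ratio; Benchmarks: vehicle and agonist controls.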
CHO parental Ca – signal in parental CHO cells, OX1R antagonist counter-screen. 0.63% of 330,000 active. inhibition, % at 5.6 µM. parental CHO-K1, ATP-induced calcium, Fluo-8 fluorescence. AID 463079;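 active means inhibition above that plate's mean sample inhibition plus 3 SD, cut at about 26% in these data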;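 further: 0% = ATP-challenged DMSO wells and 100% = DMSO wells without ATP; some compounds past the cut are filed as inactive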
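Material – parental CHO cells · Reagent – ATP stimulus · Compound – single nominal dose of 5.6 µM per compound · Detection – Fluo-8 fluorescence · Read-out basis – percent inhibition of calcium signal · Controls – ATP-challenged DMSO wells low, unchallenged DMSO wells high · Repeats – no replicates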
CHO-K1 Ca PAM – counter-screen for M1 PAMs: effect in parental CHO-K1 cells; 0.02% of 360,000 active; AID 602247; activation, % at 3 µM; ATP EC20, Fluo-8 calcium fluorescence; 0% at ATP EC20, 100% at ATP max;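 active means activation above the run cutoff, the mean activation of all test compounds plus 3 SD, cut at about 40% in these data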;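 further: peak over basal fluorescence ratio in a 140 s read after ATP addition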
Starred values were filed as active, the others as inactive; / = not tested or not shown.

SMILES	CHO-K1 Ca antag	CHO-K1 Ca ag	M1 ag	OXTR potentiator	TAAR1 ag	M1 antag	TAAR1 antagonist	CHO parental Ca	CHO-K1 Ca PAM
CCCc1nnc(SCC(=O)N2CCCCC2)n1CC1CCCO1 (stereo not drawn)	-10	0.0	-3	-1	0	-4	6	6	-7
CCOC(=O)N1CCN(C(=O)C[C@@H]2C[C@@]3(C(=O)OCC)CCC=C3N(CCC3=CCCCC3)C2=O)CC1	-24	0.3	/	/	0	/	-1	/	23
Cc1ccc(NC(=O)[C@H](Cc2ccccc2)NC(=O)CC[C@H]2O[C@@H](n3ccc(=O)[nH]c3=O)[C@H](O)[C@@H]2O)cc1C	7	0.3	-4	/	2	-2	-9	/	10
C=C(C)CNC(=S)Nc1ccc(S(=O)(=O)Nc2cnc3ccccc3n2)cc1	-3	0.2	-4	-2	1	-7	-14	-1	-1
CCCCN1CCC(=O)NC1=O	-7	0.1	0	/	0	-10	-16	/	17
Cc1nccc(-c2ccc3c(c2)OCO3)n1	-12	0.5	-1	-2	0	-8	-16	12	14
O=C(/C=C/c1cccnc1)/C=C/c1cccnc1	-8	1.4	-8	/	4	-3	12	/	6
COc1cccc(C(c2nnnn2CS(=O)(=O)c2ccc(C)cc2)N2CCN(C)CC2)c1OC (stereo not drawn)	3	-0.2	-6	4	7	2	11	-13	10
O=c1c(NCCc2ccc(Cl)cc2)c(-c2ccccc2)c1=O	-7	0.2	1	-14	42*	-13	-21	-4	9
CC(C)N(Cc1nc(-c2ccccc2)no1)C(=O)COc1ccccc1	-1	3.5	-8	-4	-3	-10	0	-15	16
O=S(=O)(Nc1nc2ccccc2nc1OCC(F)(F)F)c1cccs1	-10	0.2	1	5	-1	7	-19	-13	-10
O=C(CSCc1ccccc1Br)Nc1ccccc1	-6	1.7	-5	-8	3	-4	11	-19	11
Cc1nc2c(o1)CCc1ccccc1C2O (stereo not drawn)	-10	0.3	-4	-3	6	-3	18	-3	7
Cn1nc(-c2ccc(OCC(N)=O)cc2)c2ccccc2c1=O	-11	0.7	2	-7	6	-19	13	-3	16
CCCc1cc2c(OC(=O)CC)c(-c3ccc(C(=O)OCC)o3)c(=O)oc2cc1OC	12	7.0	-1	-6	2	0	-51	-4	-5
CCSc1nnc(NC(=O)[C@H](C)NC(=O)c2ccccc2Cl)s1	-7	0.0	-3	-19	0	5	-31	1	5
CC1=C(C(=O)Nc2ccccc2)C(c2ccc(C)cc2)N=C(Nc2nc3ccccc3o2)N1 (stereo not drawn)	-4	0.0	-2	2	3	0	11	-20	9
COc1ccc(CN2C(=O)C(C)Nc3ncnc(N4CCN(c5ccccn5)CC4)c32)cc1 (stereo not drawn)	-6	1.6	-11	0	17	0	17	-14	1
O=C(NCCC(=O)N1CCN(C(=O)c2ccco2)CC1)c1ccc(Br)cc1	-2	-0.2	-3	8	2	-5	-6	-9	-3
O=C(C1=C(O)C(=O)N(Cc2ccccc2)C1c1ccncc1)c1ccco1 (stereo not drawn)	-8	0.0	-3	0	7	-5	4	-1	15
O=C(COC(=O)c1cnccn1)c1ccccc1	-5	0.0	-2	/	0	-9	-12	/	15
COc1ccc(C)cc1NC(=O)CN(c1ccccc1)S(C)(=O)=O	5	0.8	-3	-7	10	-4	-13	-20	17
COc1cc(OC)c(NS(=O)(=O)c2coc(C(N)=O)c2)cc1Cl	4	1.3	-1	-2	2	7	-11	-11	12
Cc1nnc(SCC(=O)c2ccccc2)n1Cc1ccccc1	-2	0.2	-1	-4	7	-7	6	-8	-3
O=C(Nc1ccc(F)c(Cl)c1)c1csc([C@H]2C[C@H](O)[C@@H](CO)O2)n1	-4	2.8	1	/	2	-7	0	/	11
CS(=O)(=O)CCC(C(=O)OCC(=O)c1ccc(Cl)cc1)N1C(=O)c2ccccc2C1=O (stereo not drawn)	-11	1.1	-5	-6	9	-5	-3	-5	15
CN(C)NC(=S)Nc1ccc(Cl)cc1	-13	0.3	-2	2	-3	-28	21	-8	9
O=C1NC[C@@H](CCCCN2C[C@H](Cc3ccc(O)cc3)N(CCC3CCCCC3)C(=O)C2=O)N(CC2CCCCC2)C1=O	17	0.9	/	/	5	/	-10	/	-8
Oc1cccc(Nc2nc(N3CCOCC3)nc(N3CCOCC3)n2)c1	-12	2.8	-2	/	10	-6	4	/	28
Cc1ccc(C(C)C)c(OCCn2c(=O)oc3ccccc32)c1	-1	0.1	-3	-12	13	14	72*	6	-2

Structures above marked active in TAAR1 ag:
smiles | M1 ag | OXTR potentiator | TAAR1 ag | M1 antag
O=c1c(NCCc2ccc(Cl)cc2)c(-c2ccccc2)c1=O | 1 | -14 | 42* | -13

Going on with the list.
SMILES	CHO-K1 Ca antag	CHO-K1 Ca ag	M1 ag	OXTR potentiator	TAAR1 ag	M1 antag	TAAR1 antagonist	CHO parental Ca	CHO-K1 Ca PAM
Cc1cc(N2CCOCC2)ccc1/C=C1\NC(=O)N(CC(=O)Nc2ccc(F)cc2)C1=O	-4	0.9	-8	-9	6	-4	1	0	13
COc1ccccc1CNC(=O)CCCNC(=O)c1ccc(Cl)cc1	-13	1.1	-2	1	4	-18	-17	-24	14
COc1ccc(NC(=S)/N=C(\N)Nc2nc(C)c3ccc(C)cc3n2)cc1	-1	1.6	-6	-12	5	22	38	-11	7
Cc1ccc2c(NC(=O)c3ccco3)cccc2n1	-4	1.0	-2	-9	1	-14	-3	-8	5
COc1ccc(NC(=O)c2ccc(OC)c(S(=O)(=O)N3CCCCC3C)c2)cn1 (stereo not drawn)	-2	1.7	-4	3	7	3	-3	-14	-8
COC(=O)CC[C@@H](C(=O)O)N1C(=O)c2ccccc2C1=O	2	0.4	-2	-9	13	-12	11	5	17
CCOc1ccc(NC(=O)C(=O)NCc2ccncc2)cc1	-17	-0.2	-3	-3	4	-13	6	-12	12
Cc1occc1-c1nnc(SCC(=O)N2CCN(c3ccccc3)CC2)n1C	-14	0.7	-2	-2	15	-30	5	-16	16
CC(C)(C)n1nnnc1C(c1ccccc1)N1CCN(C/C=C/c2ccccc2)CC1 (stereo not drawn)	-14	2.0	-4	/	0	63*	-12	/	16
CCC1Sc2ccccc2N(CC(=O)NCCC(C)C)C1=O (stereo not drawn)	-21	0.4	-4	-11	4	11	-19	-18	-2
CCc1ccc(NC(=S)N(CCCN2CCOCC2)Cc2ccccn2)cc1	-16	0.3	-5	-7	-1	10	3	-13	-2
CC(C)(O)CN(CCCNC(=S)Nc1ccccc1)C(=S)Nc1ccccc1	0	0.1	-2	/	4	-9	-10	/	3
O=C1CNC(=O)/C1=C\N1CCCCC1	-10	1.7	3	5	2	-7	20	-10	-5
CC(=O)N1c2ccc(S(=O)(=O)NCC3CCC(C(=O)NC4CCCCC4C)CC3)cc2CC1C (stereo not drawn)	-15	9.2	-2	-17	3	4	-2	-23	16
C/C(=N\NC(=O)CSCc1ccc([N+](=O)[O-])cc1)c1cccc(Br)c1	-15	2.9	-9	-9	11	1	2	-11	23
COc1ccc(Cn2cccc(NC(=O)Nc3cccc(C#N)c3)c2=O)cc1	-4	2.7	4	-20	8	-1	16	12	11
COc1cccc(NC(=O)CNC(=O)c2ccc(F)cc2)c1	-6	1.2	-3	-1	3	0	4	-14	16
CC(=O)c1ccc(N(CC(=O)NC2CCCCC2)C(=O)CNC(=O)c2cccs2)cc1	9	-0.5	0	-3	7	14	-9	-13	-21
COc1ccc(-c2csc(Nc3cccnc3)n2)cc1OC	11	1.6	-1	-7	4	-2	6	-18	0
S=c1[nH]nc(-c2cccc(Br)c2)o1	-2	0.4	0	-9	7	17	-2	-6	-22
O=C(COC(=O)COc1ccccc1)NCc1ccco1	2	0.3	-1	-16	0	-2	-10	11	-10
Nc1ccc(CSc2ccc(Cl)cc2)cc1	8	-0.1	-4	0	2	-1	-5	-10	16
COC(=O)[C@@]1(Cc2ccc(OC)cc2)[C@H]2c3cc(C(=O)N4CCCC4)n(Cc4ccccc4)c3C[C@H]2CN1C(=O)c1ccccc1	-5	0.5	/	/	2	/	-17	/	3
Cc1cc(C(=O)N2CCCC(C(=O)c3cc(F)ccc3F)C2)c(C)o1 (stereo not drawn)	-1	-0.2	-1	1	2	-4	-5	-21	-2
COc1ccc(NC(=O)OCC(C)C)cc1OC	-16	0.2	-5	-6	/	-3	/	-12	14
CC(=O)c1ccc(N(C(=O)Cn2nnc3ccccc32)C(C(=O)NC2CCCCC2)c2cn(C)nc2C)cc1 (stereo not drawn)	2	0.1	-3	/	1	-2	-22	/	2
CCc1ccc(NC(=S)N(CCN2CCOCC2)Cc2ccccc2F)cc1	-17	-0.3	-7	-12	4	-14	-13	-15	1
Cn1ccc2c(-c3ccc(F)nc3)cc3c(c21)C1CCC3O1 (stereo not drawn)	1	0.3	-10	/	0	1	-17	/	17
NS(=O)(=O)c1ccc(-c2ccc(C=O)o2)cc1	-6	1.4	-4	-5	4	-9	-12	-3	20
CC1(NC(=O)NCCCCCCNC(=O)NC2(C)CCS(=O)(=O)C2)CCS(=O)(=O)C1 (stereo not drawn)	-17	0.3	0	-1	3	-10	-11	4	8
CCn1c(SCC(=O)Nc2ccc(OC)c(OC)c2)nnc1-c1c[nH]c2ccccc12	-3	1.5	-5	-5	2	-4	-15	-1	23
CN1CCN(C(=S)Nc2cccc(Cl)c2)CC1	-3	0.1	-5	-1	3	0	1	-7	-5
CC(=O)Nc1ccc(-c2csc(Nc3ccccn3)n2)cc1	-10	1.9	-1	-5	6	-8	11	-10	11
CCOC(=O)c1c(NC(=O)Cn2nc(C(=O)O)c3ccccc3c2=O)sc2c1CCC(C)C2 (stereo not drawn)	-11	0.0	-3	-5	1	-5	-19	-2	6
O=C(CN1CCN(S(=O)(=O)N2CCOCC2)CC1)Nc1cc(Cl)ccc1Cl	-14	1.1	-3	-8	11	-11	12	-8	4
CCn1c(/C=C/c2ccccc2[N+](=O)[O-])nc2ccccc2c1=O	3	0.6	-4	3	5	-5	-3	-14	-5

An excerpt from above in order of heavy-atom count, high to low.
SMILES	CHO-K1 Ca antag	CHO-K1 Ca ag	M1 ag	OXTR potentiator	TAAR1 ag	M1 antag	TAAR1 antagonist	CHO parental Ca	CHO-K1 Ca PAM
CCn1c(SCC(=O)Nc2ccc(OC)c(OC)c2)nnc1-c1c[nH]c2ccccc12	-3	1.5	-5	-5	2	-4	-15	-1	23
O=C(CN1CCN(S(=O)(=O)N2CCOCC2)CC1)Nc1cc(Cl)ccc1Cl	-14	1.1	-3	-8	11	-11	12	-8	4
CN1CCN(C(=S)Nc2cccc(Cl)c2)CC1	-3	0.1	-5	-1	3	0	1	-7	-5
